AddAB inh – less growth of phage-infected E. coli with AddAB | E. coli expressing H. pylori AddAB, absorbance growth | inhibition, % at 11.9 µM | hit rate 0.29% among 330,000; in the data active means inhibition above about 12%;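 further: 0% = vehicle wells of infected cells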
CAL PDZ FP – human CAL PDZ-peptide interaction inhibition; inhibition, % at 20 µM; purified CAL PDZ, TMR-peptide fluorescence polarization, 1 h; hit rate 0.02% among 330,000;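 active means highest replicate inhibition of at least 40%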;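 further: plate controls were DMSO neutral control wells for no effect and unlabeled competitor peptide control wells for full effect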
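Material: tagged CAL PDZ protein CerCALP, purified; buffer or medium: sodium phosphate/NaCl buffer pH 7.4 with TCEP, IgG, Thesit; also added: fluorescent TMR peptide probe; schedule: 1 h incubation at room temperature before polarization reading; technique: fluorescence polarization from S- and P-plane intensities, G-factor corrected; control set: unlabelled peptide and DMSO controls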
PvdQ acylase – blocks Pseudomonas aeruginosa PvdQ acylase activity. purified PvdQ acylase, fluorescence plate reader. inhibition, % at 10 µM. hit rate 0.063% among 340,000; in the data active means inhibition above about 30%, passing the limit was not always enough; inconclusive means no clear call, values can overlap the other calls;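 further: 0% = vehicle neutral wells and 100% = reference inhibitor wells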
PfHsp90 set2 – reduces growth (ATP signal) of yeast expressing P. falciparum Hsp90; S. cerevisiae expressing PfHsp90, BacTiter-Glo ATP, 48 h; yeast lacking PDR1 and PDR3 efflux regulators; inhibition, % at 9.4 µM; hit rate 0.32% among 310,000;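 active means every replicate shows inhibition above about 80%, whatever the replicate mean, limit read from the data; inconclusive means mean inhibition reaches the set limit but some replicate falls short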;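 further: 0% = DMSO neutral controls and 100% = 20 µM radicicol positive controls; yeast relying on Plasmodium falciparum Hsp90 in place of its own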
DAGLB inhibitor – diacylglycerol lipase beta (human) inhibition. HEK293T DAGLB membrane lysate, EnzChek fluorogenic substrate. inhibition, % at 5.17 µM. AID 504411. hit rate 0.059% among 340,000; in the data active means inhibition above about 34%;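 further: 0% = enzyme with vehicle and 100% = wells lacking enzyme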
Target sequence (Q8NCG7 whole entry, looked up): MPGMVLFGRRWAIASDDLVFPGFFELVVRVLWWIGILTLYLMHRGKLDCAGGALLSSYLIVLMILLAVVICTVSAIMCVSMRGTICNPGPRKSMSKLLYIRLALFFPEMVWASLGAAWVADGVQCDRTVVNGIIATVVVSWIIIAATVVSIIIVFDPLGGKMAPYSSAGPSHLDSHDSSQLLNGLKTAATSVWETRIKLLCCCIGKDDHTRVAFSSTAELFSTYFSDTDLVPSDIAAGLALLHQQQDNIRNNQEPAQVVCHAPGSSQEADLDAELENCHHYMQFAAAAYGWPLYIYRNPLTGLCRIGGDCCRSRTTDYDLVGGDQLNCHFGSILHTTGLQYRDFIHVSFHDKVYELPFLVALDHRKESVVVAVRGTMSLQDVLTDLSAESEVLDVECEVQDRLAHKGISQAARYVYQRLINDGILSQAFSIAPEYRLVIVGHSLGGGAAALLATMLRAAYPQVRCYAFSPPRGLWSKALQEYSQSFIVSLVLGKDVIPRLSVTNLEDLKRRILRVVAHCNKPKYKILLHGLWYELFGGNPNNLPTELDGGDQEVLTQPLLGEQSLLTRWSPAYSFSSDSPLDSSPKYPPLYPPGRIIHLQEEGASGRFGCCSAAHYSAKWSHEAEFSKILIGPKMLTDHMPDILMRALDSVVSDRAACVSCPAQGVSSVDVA
Tat transport – E. coli Tat transport inhibition | E. coli MC4100 TorA-mCherry Tat export, fluorescence | hit rate 0.036% among 340,000 | inhibition, % at 10 µM;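 active means mean replicate inhibition at least 50% and at least half of replicates individually reaching 50%; inconclusive means only one of the two criteria met; inactive means neither criterion met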;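 further: exported cargo escapes ClpAP degradation while cytoplasmic cargo is degraded and loses fluorescence; 0% = median of neutral control wells and 100% = median of NaSCN control wells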
phage Ecoli inh – E. coli growth loss with phage present. growth absorbance. inhibition, % at 11.9 µM. hit rate 0.26% among 360,000. AID 651602; in the data active means inhibition above about 11%
Rtt109 Vps75 – C. albicans Rtt109 histone acetyltransferase inhibition; Q5AAJ8; purified Rtt109/Vps75, ThioGlo CoA-SH fluorescence, 4 h; hit rate 0.16% among 330,000; inhibition, % at 34.9 µM;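 active means inhibition of at least 50% in every replicate; inconclusive means best replicate reaches 50% inhibition but some replicates fall short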
Target sequence (Q5AAJ8 whole entry, looked up): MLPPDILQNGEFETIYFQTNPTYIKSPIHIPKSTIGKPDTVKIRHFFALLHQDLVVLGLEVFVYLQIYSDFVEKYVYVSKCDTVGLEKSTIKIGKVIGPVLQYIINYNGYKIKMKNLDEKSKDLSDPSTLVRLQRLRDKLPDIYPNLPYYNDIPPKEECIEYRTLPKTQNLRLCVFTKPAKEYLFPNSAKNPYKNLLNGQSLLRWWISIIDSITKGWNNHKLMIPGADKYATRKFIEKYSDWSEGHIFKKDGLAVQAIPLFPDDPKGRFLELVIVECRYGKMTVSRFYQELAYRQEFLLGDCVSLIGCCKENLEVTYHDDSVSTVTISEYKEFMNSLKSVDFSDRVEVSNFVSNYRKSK
E coli growth – bacterial growth inhibition, counter-screen for AddAB inhibitors; AID 449728; E. coli V3065 growth, OD600 absorbance, 18 h; hit rate 0.27% among 330,000; inhibition, % at 11.9 µM;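 active means inhibition above the campaign's mean inhibition across all tested compounds plus 3 SD, cut at about 9.9% in these data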;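 further: uninfected addAB+ strain grown without phage in ampicillin broth; 0% = DMSO wells and 100% = ciprofloxacin 0.95 µg/ml wells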
Wnt bcat act – activators of Wnt/beta-catenin signaling; Wnt/beta-catenin reporter cell assay, activator, plate reader; activation, % at 9.35 µM; hit rate 1.2% among 300,000; AID 743398; in the data active means activation above about 30%, passing the limit was not always enough; inconclusive means no clear call, values can overlap the other calls;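 further: 0% = neutral control wells and 100% = positive control wells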
* marks the source's active call; other numbers are inactive results; u = inconclusive; x = not tested or not shown.

SMILES	AddAB inh	CAL PDZ FP	PvdQ acylase	PfHsp90 set2	DAGLB inhibitor	Tat transport	phage Ecoli inh	Rtt109 Vps75	E coli growth	Wnt bcat act
Cc1ccc(SCC(=O)N(Cc2nc(-c3ccccc3)no2)C(C)C)cc1	1.0	-1.5	-4	x	-6	3	1.8	-10	-3.6	x
CCN1C(=O)[C@@H]2[C@@H](c3ccc(SC4CCCCC4)cc3)N3CCC[C@@]3(C(=O)OC)[C@@H]2C1=O	0.8	-1.2	-10	-17	-3	4	1.9	3	1.6	-6
CC(=O)C1=C(C)NC(=O)CC1c1ccc(F)cc1 (stereo unspecified)	2.4	-0.5	-7	7	0	-5	4.3	-11	2.4	-2
COC(=O)c1ccccc1NC(=S)N(Cc1ccc2c(c1)OCO2)Cc1cc2cc(C)ccc2[nH]c1=O	-0.6	-3.0	-17	-24	2	7	4.2	-7	-0.7	0
CCCN(CC(=O)Nc1c(C)cccc1CC)C(=O)SCC	0.8	-0.3	3	-1	1	0	2.6	-1	2.4	-2
COc1ccc(OC)c(NC(=O)C2CCCN(S(C)(=O)=O)C2)c1 (stereo unspecified)	-0.8	0.8	-4	10	-2	4	1.6	-9	1.0	-1
Cc1ccc(S(=O)(=O)CC(=O)NCc2ccc(Cl)cc2)cc1	0.8	0.4	-19	3	-2	-1	2.6	9	-2.3	1
COC(=O)c1ccc(OC)c(CN2CCCN(Cc3ccc(F)cc3)S2(=O)=O)c1	1.0	-1.0	-3	-11	-4	-10	1.6	-8	-1.0	-2
Cc1ccc(CN2CC(C(=O)Nc3ccc(S(=O)(=O)Nc4cc(C)nc(C)n4)cc3)CC2=O)cc1 (stereo unspecified)	3.6	-1.0	-7	4	1	-6	4.6	-4	-2.8	x
CCOC(=O)N1CCC2(CC1)CC(=O)c1c(ccc3oc(C(=O)O)c(C)c13)O2	1.2	-0.3	-8	-10	1	2	1.1	-127	2.3	x
COc1ccc(-c2cn3c(C)c(C(=O)Nc4cccc(NC(C)=O)c4)sc3n2)cc1	1.7	-1.3	8	6	1	-9	2.4	13	0.8	x
COc1cc(/C=C/C(=O)NCc2nc3ccccc3[nH]2)cc(OC)c1OC	-0.8	-1.3	-6	-1	0	-1	-3.4	10	-1.1	0
CCOC(=O)CNNC(=O)Nc1ccc(Cl)c(Cl)c1	0.0	-0.4	1	-4	-3	-13	0.5	7	-0.5	x
COC(=O)CSc1nc(C)cc(C)n1	0.5	-2.7	-1	19	-1	6	3.4	3	-1.1	0
NC1=NC2(CCC(c3ccccc3)CC2)n2c(nc3ccccc32)N1 (stereo unspecified)	0.8	x	-9	-16	4	-7	1.7	0	0.4	x
O=C(CSc1nnc(-c2ccc(Br)o2)n1Cc1ccccc1)c1ccccc1F	0.7	0.7	-6	26	-1	6	1.2	9	-1.1	-2
CCOC(=O)C(C#N)=CN1CCN(C(=O)CCCl)c2ccccc21	x	-0.3	-10	5	-4	8	1.2	-2	x	-3
CCOP(=O)(O)c1ccccc1OCCOc1ccccc1P(=O)(O)OCC	0.0	-2.7	-4	-25	0	6	0.6	x	0.3	x
CCOC(=O)N1CCN(C(=O)c2ccc([N+](=O)[O-])cc2Cl)CC1	1.3	0.3	-12	-3	-3	5	2.7	1	-0.2	-2
O=S(=O)(c1ccc(OCC(O)CN2CCN(c3ccc(F)cc3)CC2)cc1)N1CCOCC1 (stereo unspecified)	1.1	-1.5	4	-9	0	2	-2.6	x	2.4	x
Cc1ccccc1-c1cc(C(=O)NCc2cccc(Br)c2)nn1CC1CC(c2cccc([N+](=O)[O-])c2)=NO1 (stereo unspecified)	5.6	-0.8	0	-16	-3	-7	2.9	0	0.4	-5
COc1ccccc1C(CNC(=O)c1cccc(NS(=O)(=O)c2ccc(C)c(F)c2)c1)N(C)C (stereo unspecified)	-1.2	-0.3	-13	3	-1	-8	0.1	1	-1.5	0
O=C(O)CNc1nc(-c2ccccc2)nc2c1oc1ccccc12	0.3	0.2	-15	21	-2	-5	4.2	-1	-0.8	1
Oc1ccc(N=Cc2ccc(-c3cccs3)s2)cc1	-0.3	0.2	3	9	3	-11	0.5	-5	1.5	12
O=C(O)c1cccc(CN2C(=O)c3ccccc3C2=O)c1	-0.8	-0.4	u	0	-1	1	1.0	-5	-2.3	0

Additional structures
SMILES	AddAB inh	CAL PDZ FP	PvdQ acylase	PfHsp90 set2	DAGLB inhibitor	Tat transport	phage Ecoli inh	Rtt109 Vps75	E coli growth	Wnt bcat act
CC(NCc1ccc(OCC(N)=O)cc1)C12CC3CC(CC(C3)C1)C2 (stereo unspecified)	-0.7	x	-14	-1	1	-3	2.8	2	-1.7	1
O=S(=O)(Oc1ccccc1)c1ccc(Cl)c(Cl)c1	x	-1.0	-11	-32	-5	7	2.5	2	x	-2
Cc1cc(C)n(CCNC(=O)c2ccco2)n1	4.2	-1.6	-1	15	-3	1	-1.1	-3	0.3	-2
CCOc1ccc(NC(=O)c2ccccc2NS(C)(=O)=O)cc1	0.7	-1.2	-14	4	-1	-5	1.5	3	-1.4	x
C=CCN(C(=O)c1csnn1)C(C(=O)NC1CCCC1)c1ccc(Cl)cc1 (stereo unspecified)	3.6	-3.2	-14	-16	-2	-6	0.3	-2	-0.3	-2
Cc1ccc(Sc2oc(/C=N/n3cnnc3)cc2Br)cc1	-0.9	-3.2	-14	-11	-4	-4	3.9	-6	2.5	-3
Cc1ccc2nccc(C(=O)N3CCCC(Nc4ccc(F)cc4)C3)c2c1 (stereo unspecified)	1.9	-3.0	-16	3	-1	-1	0.7	2	3.8	-2
COc1ccc(NC(=O)c2cccc(NC(=O)C3C4CC5OC(=O)C3C5C4)c2)c(OC)c1 (stereo unspecified)	3.6	-0.4	-4	17	-3	-4	0.9	-11	1.2	-2
Cc1cccc(CCNC(=O)c2nnc(Cc3ccc(Cl)cc3)o2)c1	-0.9	-1.2	-13	5	-2	-3	2.5	-9	1.7	-6
COc1ccc(/C(N)=N/OC(=O)CCCc2ccccc2)cc1OC	1.3	-1.0	-7	6	-12	4	4.1	1	0.0	x
CCOC(=O)CN1NC2(CCC(C)CC2)NC1=S (stereo unspecified)	0.2	-0.4	-12	x	0	6	0.8	-13	-1.5	-1
CC(=O)Nc1ccc(S(=O)(=O)N(Cc2ccccc2)c2ccccc2)cc1	0.3	-1.4	-8	3	-1	20	3.4	-11	0.1	23
Cc1cc(C)c(S(=O)(=O)N2CCN=C2c2ccccc2)cc1C	0.5	-0.3	-25	14	-1	-3	0.2	0	-1.4	3
O=C(COC(=O)CCCOc1ccc(Cl)cc1Cl)NCc1ccc(F)cc1	1.5	0.0	0	6	-1	3	0.9	12	-0.8	-2
CCN(CC)C(=O)c1cc(C(C)(C)C)c(O)c(C(C)(C)C)c1	3.1	0.0	-13	-47	-4	4	1.5	-12	0.9	1
C/C(CC(=O)NC1CCCCCC1)=N\NC(=O)c1cnccn1	-0.5	0.4	8	5	0	2	5.2	-2	-2.4	0
COc1ccc(C(=O)NCC(=O)OCC(=O)NCc2ccco2)cc1	0.5	0.2	-8	-7	3	3	8.5	1	2.0	-1
CC(=O)N1c2ccc(S(=O)(=O)N3CCC(C(=O)NC4CCCCC4C)CC3)cc2CC1C (stereo unspecified)	0.5	-1.0	0	-14	6	-3	1.8	0	3.3	-2
Cc1cccc(Nc2nc(-c3ccc(F)cc3)cs2)n1	1.1	22	-8	-27	-6	-9	3.6	-4	0.4	19
COc1ccc(OC)c(N/C(N)=N/c2nc(C)cc(C)n2)c1	2.0	-2.3	-15	7	-1	6	0.2	2	1.9	-2
CCc1ccccc1OCC(=O)N(CC)CC(=O)NCc1ccc(F)cc1	-0.4	-2.3	2	-6	-1	-1	4.1	27	-1.1	-2
O=C(COC(=O)c1ccc(NS(=O)(=O)c2ccc3c(c2)OCCO3)cc1)NCC1CCCO1 (stereo unspecified)	2.8	-1.2	-13	-17	-1	0	3.5	-11	0.4	-5
O=C(Nc1nnc(S(=O)(=O)N2CCCCCC2)s1)c1ccccc1F	-1.4	-0.1	-2	1	5	6	0.8	7	-0.1	-3
Cc1ccc(C2=NN(C(=O)CN3CCN(C4CCS(=O)(=O)C4)CC3)C(c3ccco3)C2)cc1 (stereo unspecified)	0.2	-1.6	-8	-1	0	1	-1.2	3	-1.5	4
COc1ccc(S(=O)(=O)N(CC(C)C)C2CCS(=O)(=O)C2)cc1OC (stereo unspecified)	0.8	-0.1	6	-4	2	-6	1.5	-2	1.8	1

Full records, quoted from the list. Order of screens: AddAB inh, CAL PDZ FP, PvdQ acylase, PfHsp90 set2, DAGLB inhibitor, Tat transport, phage Ecoli inh, Rtt109 Vps75, E coli growth, Wnt bcat act
`O=C(Nc1nnc(S(=O)(=O)N2CCCCCC2)s1)c1ccccc1F` in the list: -1.4, -0.1, -2, 1, 5, 6, 0.8, 7, -0.1, -3
`CCOC(=O)CN1NC2(CCC(C)CC2)NC1=S` (stereo unspecified) in the list: 0.2, -0.4, -12, x, 0, 6, 0.8, -13, -1.5, -1
`CCOc1ccc(NC(=O)c2ccccc2NS(C)(=O)=O)cc1` in the list: 0.7, -1.2, -14, 4, -1, -5, 1.5, 3, -1.4, x

(further entries)
SMILES	AddAB inh	CAL PDZ FP	PvdQ acylase	PfHsp90 set2	DAGLB inhibitor	Tat transport	phage Ecoli inh	Rtt109 Vps75	E coli growth	Wnt bcat act
Cc1ccc(NC(=O)c2csnn2)c(C)c1	2.0	-0.2	-9	x	0	-9	1.6	15	1.1	4
O=C(Nc1ccc(Br)cc1F)c1cccnc1	4.7	-0.4	-8	-20	-3	7	4.6	-5	1.1	1
CNc1cccc2c1C(=O)c1ccccc1C2=O	1.0	0.0	4	56	21	0	3.3	-2	-1.0	17
CC(C)Nc1ccc(C(CC(N)=O)NC(=O)c2ccccc2)cc1[N+](=O)[O-] (stereo unspecified)	1.9	-0.4	-15	-7	2	-5	0.7	-7	-1.4	-3
Cc1ccc(/C=C\c2nccc3c2[nH]c2ccccc23)cc1	-1.4	-0.3	-19	6	-8	0	0.9	-5	-3.7	-4
FC(F)(F)c1cc(C(F)(F)F)c2ccc(N3CCN(c4ccccc4)CC3)nc2n1	-0.2	-0.1	-14	20	2	-4	-0.2	-9	-2.6	x
Cc1ccc(NC(=S)N(Cc2ccc(Br)cc2)Cc2ccc(C(=O)O)cc2)cc1C	-1.3	0.5	10	-14	8	13	2.3	24	1.5	0
O=C1CCC(=O)N1CN(Cc1ccco1)CN1C(=O)CCC1=O	1.3	-0.6	5	5	0	15	2.7	3	-0.3	2
COc1ccc(CC(=O)Nc2cc(C)c3c(=O)oc4ccccc4c3n2)cc1	0.9	0.0	-6	15	-1	7	1.3	2	1.3	0
CN(C)CCSc1nnc(-c2ccccc2)o1	4.3	-2.8	1	x	1	-10	4.8	-4	-0.1	24
O=C(C1CCCN(c2ncnc3c2nc2n3CCCCC2)C1)N1CCN(c2cccc(Cl)c2)CC1 (stereo unspecified)	2.9	-2.6	17	-2	-2	14	2.4	17	-2.6	-3
NC(=O)C1(N2CCCCC2)CCN(Cc2ccc(Br)cc2)CC1	1.9	-0.1	-18	7	0	7	0.4	-2	0.2	-2
CC(C)CNC(=O)COCc1cc(-c2ccc3c(c2)OCO3)on1	-0.1	-1.9	15	-3	2	-3	-0.9	2	-0.5	1
CCOc1ccc(NC(=O)C2CC(=O)OC2c2ccccc2)cc1 (stereo unspecified)	0.5	-0.2	-19	9	-4	-6	1.7	1	-1.1	0

Screens (PubChem BioAssay)
